# Screening results deposited in PubChem by National Center for Advancing Translational Sciences (NCATS).
# S3 lipid droplet: qHTS Assay for Lipid Storage Modulators in Drosophila S3 Cells. Drosophila S3 cells, BODIPY lipid droplet fluorescence, 18-24 h; cells fed with added oleic acid. lipid storage change, negative = inhibition, % at the top dose, mostly 46.1 µM; hits show Potency in µM. actives 0.64% (n = 320,000). AID 2685; active means well fitted inhibition curve with a large enough effect in the signal ratio, with a control signal flat, not every such curve was filed as active; inconclusive means small, poorly fitted or top-dose-only effect, or effect the other way, or a change in a side signal; the % refers to the signal ratio
#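 Laser-scanning cytometry quantifies lipid droplet accumulation (500–530 nm total intensity; droplet/cell object ratio) in oleic acid-fed (400 uM added) Drosophila S3 cells treated with a concentration series. 20 uM Triacsin C defined 100% inhibition.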
# S3 lipid droplet cell count max: second read-out of S3 lipid droplet, no call of its own (marks repeat the call); cell number change, %; measured here: cell count max response;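 cells counted by Cell Tracker Red CMTPX staining in the red channel; peak over a dose series mostly up to 46.1 µM; percent activity relative to internal control wells on each plate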
# An asterisk follows results filed as active; i = inactive; ? = inconclusive; nt = not tested or not shown; [ ] = another dose, or the depositor's remark. On the % scale 0 is the no-effect control and ±100 the full control effect; potency means the concentration at half of the fitted maximal effect. These rows are one share of the data. The share of hits here may be higher or lower than overall.
SMILES,S3 lipid droplet,S3 lipid droplet cell count max
C=CCN1C(=O)C2C(C(=O)NC3CCCC3)C3(C)C=CC2(O3)C1C(=O)NC1CCCC1 (configuration not stated),?,nt
CC1(C)C(=O)OC(c2cccn2-c2cccc([N+](=O)[O-])c2)C2(CCCCC2)C1=O (configuration not stated),14%,2
O=C(NCc1ccccc1)C(=O)Nc1cccc(C(=O)O)c1,11%,0
COc1ccc(N2CCN(C(=O)CCNS(=O)(=O)c3ccc(Br)s3)CC2)cc1,?,nt
COc1cc(/C=N/NC(=O)NC23CC4CC(CC(C4)C2)C3)ccc1O,?,nt
Cc1cccc(C)c1OCC(O)CNC(C)(C)C (configuration not stated),0%,9
O=C(NCCc1ccccc1)c1ccc(NS(=O)(=O)c2ccc3[nH]c(=O)[nH]c3c2)cc1,17%[0.0737 µM],nt
CCOC(=O)C1(Cc2ccccc2)NC(c2ccccc2F)C2C(=O)N(CC)C(=O)C21 (configuration not stated),13%,6
O=C(c1cccc(F)c1)N1CCN(c2ccc([N+](=O)[O-])c(N3CCCCC3)c2)CC1,-11%,2
COc1ccc(-n2c(=O)cc(N3CCN(c4ccccc4)CC3)[nH]c2=O)cc1,?,nt
O=C(CSC(=S)N1CCSCC1)c1ccccc1,?,nt
CCN(CC)CCCn1c(C)cc2c(c1=O)C(c1cc(OC)c(OC)cc1OC)C(C#N)=C(N)O2 (configuration not stated),?,nt
C#CNC(=O)C1(CC=C)CCNCC1,?,nt
CCc1nc2sc3c(c2c(=O)n1N)CCC3,-4%,-12
CC(C)(C)N(NC(=O)OCc1ccccc1)C(=O)c1ccccc1,i,-12

# 11 structures out of the list, arranged by SMILES length, falling.
SMILES,S3 lipid droplet,S3 lipid droplet cell count max
CCN(CC)CCCn1c(C)cc2c(c1=O)C(c1cc(OC)c(OC)cc1OC)C(C#N)=C(N)O2 (configuration not stated),?,nt
CC1(C)C(=O)OC(c2cccn2-c2cccc([N+](=O)[O-])c2)C2(CCCCC2)C1=O (configuration not stated),14%,2
O=C(c1cccc(F)c1)N1CCN(c2ccc([N+](=O)[O-])c(N3CCCCC3)c2)CC1,-11%,2
CCOC(=O)C1(Cc2ccccc2)NC(c2ccccc2F)C2C(=O)N(CC)C(=O)C21 (configuration not stated),13%,6
COc1ccc(N2CCN(C(=O)CCNS(=O)(=O)c3ccc(Br)s3)CC2)cc1,?,nt
COc1cc(/C=N/NC(=O)NC23CC4CC(CC(C4)C2)C3)ccc1O,?,nt
CC(C)(C)N(NC(=O)OCc1ccccc1)C(=O)c1ccccc1,i,-12
O=C(NCc1ccccc1)C(=O)Nc1cccc(C(=O)O)c1,11%,0
Cc1cccc(C)c1OCC(O)CNC(C)(C)C (configuration not stated),0%,9
CCc1nc2sc3c(c2c(=O)n1N)CCC3,-4%,-12
C#CNC(=O)C1(CC=C)CCNCC1,?,nt

# Next structures
SMILES,S3 lipid droplet,S3 lipid droplet cell count max
Cc1ccccc1C(=O)Nc1ccccc1NC(=O)c1ccccc1Br,?,nt
CCOC(=O)COn1c(=O)c(-c2cccs2)[n+]([O-])c2ccccc21,-2%,17
COc1cc(NC(=S)N2CCN(C(=O)c3ccco3)CC2)c(OC)cc1Cl,14%,-2
O=C(Cc1c[nH]c2ccccc12)Nc1nc2ccccc2[nH]1,2%,-27
COc1cccc(N2CCC(N3CCN(C)C(CCO)C3)CC2)c1 (configuration not stated),9%,7
C[C@H](NC(=O)NC1CCCc2ccccc21)C(=O)O (some centres not stated),?,nt
CC(C)(C)c1cn(-c2ccc(F)cc2)c(=S)[nH]1,?,nt
COc1ccc(N(C)C(=O)c2sc(Cl)nc2C)cc1,?,nt
Cc1cccc(/C=C\c2nc3ccccc3c(=O)[nH]2)c1,23%,nt
O=C(O)c1cccc(-n2cccc2/C=C2/NC(=O)N(c3cccc(Cl)c3)C2=O)c1,8%,11
CCCn1c(NCc2cc(C)ccc2O)nc2ccccc21,?,nt
Cc1ccc(CNC(=O)C23CN(Cc4ccccc4)CC2C(c2ccc([N+](=O)[O-])cc2)=NO3)cc1 (configuration not stated),1%,1
COC(=O)c1ccccc1NC(=O)C1CCN(C(=O)c2cc(OC)c(OC)c(OC)c2)CC1,?,nt
Cn1c(=O)n(C)c2cc([N+](=O)[O-])c(N3CCN(C(=O)c4ccccc4)CC3)cc21,?,nt
CCOC(=O)c1c(NC(=O)CSc2nccn2C)sc(C(=O)NC)c1C,?,nt
Cc1ccccc1NC(=O)Nc1c(C)n(C)n(-c2ccccc2)c1=O,?,nt
O=C(c1cccc(F)c1)N1CCN(CC2CC3C=CC2C3)CC1 (configuration not stated),?,nt
O=C(Nc1ccc2c(c1)OCCO2)C1CCN(S(=O)(=O)c2cccc3nsnc23)CC1,?,nt
O=C(CN1CCN(Cc2ccccc2F)C1=O)NCC1CCCO1 (configuration not stated),-7%,13
COC(=O)c1cc2oc(C)cc2n1CC(=O)Nc1ccc(C)c(C)c1,?,nt
O=C(/C=C/c1ccc([N+](=O)[O-])cc1)N1CCN(S(=O)(=O)c2ccccc2)CC1,-3%,-1
c1ccc2nc3c(cc2c1)CCCCCC3,?,nt
CC1Cc2ccccc2N1C(=O)C(C)n1cc(C(F)(F)F)cc(Cl)c1=O (configuration not stated),?,nt
Cc1ccc(NC(=O)N2CCC(C(=O)NCc3ccccc3)CC2)cc1,-11%,-11
CN(C)c1ncc(CN2CCC(CO)(CCCc3ccccc3)CC2)s1,-8%,6
CC(C)[C@H](NC(=O)C1CCN(S(=O)(=O)c2ccccc2)CC1)C(=O)NCc1ccccn1,18%,nt
O=C(CCN1CCCC1)Nc1ccccc1,-9%,-5
C=CCn1c(=O)c2ccccc2n2c(SCC(=O)NCc3cccs3)nnc12,?,nt
NC(=O)C1CCN(C(=O)c2ccc(Cl)c(S(=O)(=O)NCc3ccco3)c2)CC1,?,nt
Cc1cc(C)cc(NC(=S)N2CCC(NC(=O)c3ccco3)CC2)c1,?,nt
O=C(COc1cccc2ccccc12)NNC(=O)Nc1ccccc1,i,-21
CCC(c1nnc(SC(C)C(=O)NC2CC2)n1-c1ccc(OC)cc1)N(C)C (configuration not stated),?,nt
Cc1cc(NC(=O)CSc2ccccn2)cc(NC(=O)CSc2ccccn2)c1,?,nt
COc1ccccc1-c1cn(C(C)(C)C)nc1C,-1%,21
CC(C)(C)c1ccc(OCC(=O)NNC(=O)Cc2cccs2)cc1,?,nt
CCc1c(C(=O)NNC(=S)NCC2CCCO2)csc1C (configuration not stated),4%,11
CCCCNc1c(NC(C)=O)c(=O)oc2ccccc12,11%,-1
Cn1nnnc1Sc1ncnc2scc(-c3ccc(C(F)(F)F)cc3)c12,?,nt
Cc1ccccc1CS(=O)(=O)Cc1ccc(C(=O)NCCc2ccccc2)o1,i,6
Cc1nn(Cc2c(F)c(F)c(F)c(F)c2F)c(C)c1NC(=O)c1ccc(COc2ccccc2Cl)cc1,-21%,nt
CC1(C)[C@@H](O)CC[C@]2(C)[C@H]3C(=O)C=C4[C@@H]5C[C@@](C)(C(=O)O)CC[C@]5(C)CC[C@@]4(C)[C@]3(C)CC[C@@H]12,-15%,9
c1ccc(Cn2nnc3ccccc32)cc1,?,nt
CC(=O)CSc1ncnc2scc(-c3ccc(F)cc3)c12,?,nt
Cc1sc(NC(=O)c2ccco2)nc1-c1ccccc1,?,nt
CCOc1ccccc1NC(=O)COC(=O)C(CC)c1ccccc1 (configuration not stated),?,nt
Cc1cccc(NC(=S)NCCc2ccc(F)cc2)c1C,i,-23
CCN1C(=O)C2(C(C#N)=C(N)Oc3n[nH]c(COC)c32)c2ccccc21 (configuration not stated),-13%,3
Cc1nc(N2CCC(C)CC2)c2oc3ccccc3c2n1,?,nt
COc1ccc(C(=O)NC2CCCc3ccccc32)cc1OC1CCN(C(C)=O)CC1 (configuration not stated),i,-6
CCc1nonc1NC(=O)c1oc2c(C)c(C)ccc2c1C,16%,12
CCOC(=O)Cn1nc(C)c(NC(=O)c2ccc(Cl)c([N+](=O)[O-])c2)c1C,?,nt
CCCCCC(=O)Nc1cc(S(=O)(=O)N2CCOCC2)ccc1N1CCCCC1,?,nt
Cc1ccc(OCCNC(=O)/C=C/c2ccco2)cc1C,2%,-5
O=C(O)CCCNc1ccc([N+](=O)[O-])c(NCCCC(=O)O)n1,i,nt
CC1=NN(C(N)=S)C(=O)C1N=Nc1ccc(C)cc1C (configuration not stated),?,nt
Cc1cccc(Cc2nnc(CCC(=O)N3CCCCC3c3nccs3)o2)c1 (configuration not stated),7%,0
Cc1cc(=O)[nH]c(NN=C2CCC(C(C)(C)C)CC2)n1 (configuration not stated),?,nt
Cn1cc(S(=O)(=O)CC(=O)Nc2ccc(Br)cc2)c2ccccc21,?,nt
CCCN(CC(=O)Nc1ccc(F)c(F)c1F)C(=O)c1ccc(=O)n(Cc2ccccc2)n1,29%,14
Cc1cc(S(=O)(=O)Nc2ccc(N3CCOCC3)cc2)ccc1Br,?,nt

# Arranged by length of the SMILES (largest number first): four of the compounds above.
SMILES,S3 lipid droplet,S3 lipid droplet cell count max
CCN(CC)CCCn1c(C)cc2c(c1=O)C(c1cc(OC)c(OC)cc1OC)C(C#N)=C(N)O2 (configuration not stated),?,nt
CCOC(=O)COn1c(=O)c(-c2cccs2)[n+]([O-])c2ccccc21,-2%,17
CC(=O)CSc1ncnc2scc(-c3ccc(F)cc3)c12,?,nt
COc1ccccc1-c1cn(C(C)(C)C)nc1C,-1%,21

# (continued)
SMILES,S3 lipid droplet,S3 lipid droplet cell count max
O=C(CCc1nnc(CCC2CCCCC2)o1)NCCc1ccccn1,-15%,2
CCn1c(Cc2ccc(OC)cc2)nnc1SCC(=O)NC1CC1,-10%,-10
O=[N+]([O-])c1ccc(C(O)CN2CCN(c3ccccc3)CC2)cc1 (configuration not stated),22%,24
O=C(NC1CCCC1)C1CCN(C(=O)c2cc(Cl)ccc2Cl)CC1,i,-5
COc1cc(NC(=O)C2C3C=CC(C3)C2C(=O)O)ccc1NC(=O)c1ccccc1 (configuration not stated),-11%,10
COc1ccccc1N/C=C/C(=C(C#N)C#N)N(C)C,4%,10
O=C(NCCN1CCOCC1)c1ccccc1[N+](=O)[O-],?,nt
Cc1ccc(C(=O)N2C3C=CC(C3)C2(C(F)(F)F)C(F)(F)F)cc1 (configuration not stated),-1%,-1
N#Cc1c2n(c(=S)n(-c3ccccc3)c1=O)CCCCC2,?,nt
O=C(COc1ncnc2cc(Cl)ccc12)c1ccc2c(c1)OCCO2,?,nt
COc1ccc2o/c(=N\O)c(C(=O)Nc3ccc(C)cc3)cc2c1,?,nt
COC(=O)c1cn(Cc2c(C)cc(C)cc2C)nn1,-3%,2
COc1ccc(C(=O)NCc2cn3c(C)csc3n2)cc1OC,0%,14
COc1ccc(-c2csc(C)n2)cc1,0%,-1
O=C(O)C1C2C=CC(C2)C1C(=O)Nc1ccc(C(=O)N2CCCCC2)c(Cl)c1 (configuration not stated),i,-14
COc1cccc(OCc2cc(C(=O)N3CCN(C(C)=O)CC3)no2)c1,i,19
O=C(NCC1OCCc2ccccc21)c1ccc(NC(=O)c2ccc(Cl)cc2)cc1 (configuration not stated),?,nt
COC(=O)c1c(C)[nH]c(C(=O)COC(=O)Cc2ccc3c(c2)OCCO3)c1C,16%,3
CCOC(=O)N1CCN(C(=O)c2cn(C)c3ccc(S(=O)(=O)N4CCC(C)CC4)cc3c2=O)CC1,-1%,9
COc1ccc2c(c1OC)C(=O)OC2Nc1nc(-c2ccc(-c3ccccc3)cc2)cs1 (configuration not stated),1%,24
COc1cc(OC)c(NC(=O)CCc2ccccc2)cc1Cl,?,nt
CC(/C=C/c1ccccc1)=N/NC(=O)c1cc([N+](=O)[O-])cc([N+](=O)[O-])c1,?,nt
COc1ccc(C2C(C(N)=O)=C(C)Nc3nc(-c4ccccc4Cl)nn32)c(OC)c1 (configuration not stated),?,nt
COC(=O)[C@@]1(Cc2ccc(F)cc2)[C@H]2c3cc(C(=O)N(C)C)n(Cc4ccc(OC)c(OC)c4)c3C[C@H]2CN1C(=O)c1ccccc1,?,nt
CC(C)COc1ccc(-c2nn(-c3ccccc3)cc2/C=C2/SC(=S)N(CC(=O)O)C2=O)cc1,-8%,-17
CC1CCCCC12NC(=O)N(CC(=O)N1CCN(Cc3ccc(C#N)cc3)CC1)C2=O (configuration not stated),?,nt
CC(NC(=O)c1ccccc1)C(c1cccs1)N1CCOCC1 (configuration not stated),18%,nt
CCOc1ccc2ccccc2c1/C=N/NC(=O)CNC(=O)Cc1ccccc1,?,nt
S=C(NCCSCc1ccc(Cl)cc1Cl)Nc1ccccc1,-30%,7
CCN(CC)c1ccc(/C=N/NC(=O)c2ccc3nc[nH]c3c2)cc1,5%,13
Cc1ccccc1-c1nnn(CC(=O)Nc2ccc3c(c2)OCCO3)n1,0%,-33
COc1ccccc1C(=O)COC(=O)CSC(C)C(=O)Nc1cc(C)on1 (configuration not stated),?,nt
O=C(CSc1nc2cccnc2n1Cc1ccccc1)NC1CCCCC1,2%,-2
Fc1ccccc1/C=N/Nc1nc(-c2ccccn2)nc2ccccc12,-2%,11
Clc1cccc(CSc2nnc(-c3sccc3-n3cccc3)o2)c1,-2%,11
COC(=O)C1=C(C)N=C2SCCC(=O)N2C1c1ccc(C(=O)OC)cc1 (configuration not stated),?,nt
CCOc1ccc(N2C(=O)c3ccccc3NC2(C)CC)cc1 (configuration not stated),?,nt
N#Cc1ccc(OCC(=O)Nc2nc(-c3cccnc3)cs2)cc1,12%,-1
O=C(Nc1ccc2c(c1)OCO2)N1CCN(S(=O)(=O)c2ccc(Cl)cc2)CC1,i,nt
O=C(CSc1n[nH]c(Cc2ccccc2)n1)Nc1ccccc1Br,i,0
COc1ccc(Cl)cc1NC(=O)C1CCN(C(=O)Nc2ccccc2)CC1,?,nt
Clc1ccccc1CN1CCC(Cc2ccccc2)CC1,-5%,-13
